Mdm2 MdmX PPI = human Mdm2/MdmX binding inhibition | O15151+Q00987 | SaOS-2 split-luciferase Mdm2/MdmX complementation, luminescence | inhibition, % at 8 µM | 3% of 330,000 active;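 active = inhibition of at least 50% at 8 µM in the primary screen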
UPR XBP1 act = adaptive UPR (XBP1) activation. CHO-XBP1 luciferase reporter, IRE1-XBP1 UPR activation, luminescence; percent of tunicamycin response, DMSO as zero. 0.33% of 330,000 active. activation, % at 20 µM. AID 463104;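 active = versus positive control, 20 µM dose yields 30% or more activation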;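 note: 100% = tunicamycin at 10 µg/mL and 0% = DMSO only wells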
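Test system: CHO-XBP1 luciferase reporter cells | Buffer or medium: Serum-containing F12 medium, 10% FBS | Schedule: 6 h compound exposure at 37 °C, 5% CO2 | Detection: Steady-Glo luciferase glow luminescence, 10 min after reagent addition | Read-out basis: Activation, % of tunicamycin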
697 NFkB inh = inhibitors of the PMA/ionomycin-induced NF-kB reporter in 697 B cells; 0.33% of 330,000 active; inhibition, % at 4 µM; 697 B-cell NF-kB luciferase reporter, 16 h; in the data active = inhibition above about 35%
CCR6 antag = antagonists of human CCR6 receptor; CHO-K1 CCR6 PathHunter beta-arrestin, luminescence, CCL20-stimulated; 0.49% of 340,000 active; inhibition, % at 20 µM;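 active = compounds whose inhibition of the agonist-driven luminescence signal at 20 µM reaches about 50%, limit read from the data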;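 note: cells stimulated with CCL20 at 14 nM final; plate controls were DMSO with CCL20 for no effect and DMSO without agonist for full effect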
Target sequence (P51684 whole entry, looked up): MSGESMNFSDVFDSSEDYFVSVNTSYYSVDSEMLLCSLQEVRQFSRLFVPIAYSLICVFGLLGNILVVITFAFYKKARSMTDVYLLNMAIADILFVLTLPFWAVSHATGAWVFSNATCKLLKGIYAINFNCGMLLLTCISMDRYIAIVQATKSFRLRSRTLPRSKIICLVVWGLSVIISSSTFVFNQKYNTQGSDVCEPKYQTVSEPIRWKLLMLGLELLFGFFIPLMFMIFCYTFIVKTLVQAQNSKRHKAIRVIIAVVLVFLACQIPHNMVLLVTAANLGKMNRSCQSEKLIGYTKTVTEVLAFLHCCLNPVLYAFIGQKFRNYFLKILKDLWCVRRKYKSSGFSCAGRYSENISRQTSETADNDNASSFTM
UPR CHOP act = activators of apoptotic arm of unfolded protein response (CHOP) | CHO-CHOP luciferase reporter, UPR activation, luminescence; percent of tunicamycin response over DMSO baseline | activation, % at 10 µM | 0.34% of 330,000 active | AID 449763;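 active = at 10 µM dose, activation of 40% or more, normalized to positive control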;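 note: 100% = tunicamycin at 10 µg/mL and 0% = DMSO alone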
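Test system: CHO CHOP reporter cells. Input: 500 CHO-CHOP cells per well. Medium: F12 with 10% FBS. Technique: luciferase luminescence. Measure: percent activation relative to tunicamycin control. Dosing: 10 µM compound, 0.5% DMSO. Timing: 16-18 h cell attachment, then 6 h compound exposure, 37 °C.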
Gli-Sufu antag = Gli-Sufu pathway antagonism. 0.74% of 340,000 active. inhibition, % at 5 µM. Sufu-KO-LIGHT fibroblasts, Gli luciferase reporter luminescence. AID 588413;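 active = inhibition above about 55%, limit read from the data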;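 note: 0% = DMSO-treated cells and 100% = wells with medium but no cells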
EBI2 antag = antagonists of human EBI2 receptor; P32249; EBI2 beta-arrestin recruitment, luminescence, 7a,25-OHC stimulated; inhibition, % at 5 µM; 0.81% of 360,000 active; in the data active = inhibition above about 38%;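 note: enzyme fragment complementation signal reports receptor beta-arrestin coupling in cells; 0% = agonist plus DMSO wells and 100% = wells without agonist; some results beyond the cut were filed as inactive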
Jurkat NFkB inh = lowers PMA/ionomycin-induced NF-kB signal in Jurkat cells | PMA/ionomycin-induced NF-kB luciferase reporter, luminescence | inhibition, % at 4 µM | 0.53% of 330,000 active | AID 435003; in the data active = inhibition above about 50%
CXCR6 block = CXCR6 (human) receptor inhibition | O00574 | CHO-K1 PathHunter CXCR6 beta-arrestin, luminescence | inhibition, % at 20 µM | 0.36% of 360,000 active | AID 602244; in the data active = inhibition above about 34%, passing the limit was not always enough;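 note: antagonist mode with CXCL16 agonist at 10 nM final; 0% = 10 nM CXCL16 with DMSO and 100% = unstimulated wells without agonist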
Target sequence (O00574 whole entry, looked up): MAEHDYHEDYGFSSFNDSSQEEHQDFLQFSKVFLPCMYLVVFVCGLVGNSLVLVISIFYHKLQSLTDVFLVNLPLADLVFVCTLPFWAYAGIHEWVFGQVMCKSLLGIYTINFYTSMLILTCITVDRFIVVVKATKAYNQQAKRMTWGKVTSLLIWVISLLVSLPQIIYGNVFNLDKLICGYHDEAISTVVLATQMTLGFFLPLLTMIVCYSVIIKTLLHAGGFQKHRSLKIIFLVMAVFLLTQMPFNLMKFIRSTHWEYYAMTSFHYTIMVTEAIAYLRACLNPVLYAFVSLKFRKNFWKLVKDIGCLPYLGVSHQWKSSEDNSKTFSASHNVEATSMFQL
Starred values were filed as active, the others as inactive; / = no result given.

SMILES | Mdm2 MdmX PPI | UPR XBP1 act | 697 NFkB inh | CCR6 antag | UPR CHOP act | Gli-Sufu antag | EBI2 antag | Jurkat NFkB inh | CXCR6 block
COCCNC(=O)CN(Cc1ccc(Cl)cc1)S(C)(=O)=O | 9.9 | -2.5 | 11.2 | 6.9 | 0.6 | 4.9 | 8.8 | 8.0 | -3.8
COc1ccccc1CN(Cc1nc2ccccc2c(=O)[nH]1)C(=O)Nc1cccc(C)c1 | 16.6 | -2.9 | 5.2 | 12.1 | 0.0 | -7.8 | 8.3 | 8.4 | 1.8
Cc1nn(-c2ccccc2)c(N)c1N=Nc1ccccc1 | / | / | / | 9.6 | / | -88.3 | 2.7 | / | 2.8
Cc1ccc(C)c(SCC(=O)NC(=O)NCc2ccccc2)c1 | 12.0 | 0.0 | -7.6 | 4.5 | 2.0 | -0.8 | 19.3 | 0.4 | 0.4
Cc1ccc2c(COC(=O)c3ccc(C)c(C)c3)cc(=O)oc2c1 | -18.2 | 6.3 | -6.0 | 13.9 | 9.1 | -23.5 | -8.4 | -10.5 | -0.6
Cn1c(Cn2cnc([N+](=O)[O-])n2)nnc1SCC(=O)Nc1ccccc1 | -7.4 | -0.4 | -15.6 | 4.1 | 0.9 | 1.2 | 0.1 | 1.4 | -10.0
COc1ccc(OC)c(CNC(=O)C2CCN(S(C)(=O)=O)CC2)c1 | -29.9 | -3.4 | 11.0 | -6.8 | 1.2 | 0.3 | 7.3 | 12.8 | -0.5
Cc1ccc(S(=O)(=O)N(C)C)cc1NC(=O)c1cc(-c2ccco2)nc2ccccc12 | 45.7 | -3.4 | 21.3 | 13.0 | 2.4 | -0.5 | -29.7 | 10.7 | 11.6
O=C1N/C(=N\N=C\c2cccs2)SC1Cc1ccc(Cl)cc1 (stereo unspecified) | 30.6 | 2.3 | -0.7 | 0.8 | 1.1 | 0.6 | 4.9 | 2.5 | -2.0
CC(C)(C)OC(=O)n1cc(/C=N/NC(=O)c2ccco2)c2ccccc21 | 14.5 | -1.0 | -40.9 | -9.3 | 5.0 | -16.3 | -8.1 | -15.5 | -3.8
COc1cccc(C(=O)OCCN2C(=O)c3ccccc3C2=O)c1OC | 8.0 | 1.7 | -5.5 | -7.2 | 1.0 | -0.1 | 4.7 | 0.8 | -1.0
CCCC(=O)Nc1ccc2c(c1)Cc1ccccc1-2 | -115.9 | 6.0 | -97.3 | 1.6 | 7.4 | 5.3 | -2.0 | -97.1 | 0.5
CCOC(=O)N1CCN(S(=O)(=O)c2ccc(C(=O)N(CCCN(C)C)c3nc4ccc(CC)cc4s3)cc2)CC1 | 30.4 | -1.5 | -62.5 | 7.0 | -1.8 | 21.9 | -16.1 | -36.6 | 7.5
COC(=O)c1[nH]c2cccc(OC)c2c1NC(=O)CCN1CCC(C(N)=O)CC1 | -27.3 | -3.2 | -19.7 | / | -0.7 | / | / | 5.3 | /
COC(=O)c1ccc(NC(=O)c2cccc(C)c2[N+](=O)[O-])cc1 | -29.9 | 7.0 | 5.0 | 13.5 | 2.0 | -15.7 | 3.4 | -19.6 | -9.8
Cc1ccc(C(C)C)c(Oc2cnccn2)c1 | 5.0 | -4.1 | -11.8 | 6.8 | 0.1 | / | -3.5 | -17.7 | -3.7
COc1cccc(CNC(=O)C2CCC(CNS(=O)(=O)c3cccc4cccnc34)CC2)c1 (stereo unspecified) | -0.9 | -0.9 | 3.4 | 16.0 | -0.9 | -3.2 | 3.5 | 2.0 | 4.3
CCC(=O)Nc1cc(C(=O)O)ccc1Sc1ccc(Cl)cc1 | 15.4 | -0.1 | 12.7 | 4.2 | -3.0 | -5.0 | -6.0 | 4.6 | -12.7
Cc1ccccc1NC(=O)CSc1nc2c(c(=O)n(C)c(=O)n2C)n1C | 26.2 | 5.4 | 0.3 | 5.1 | -0.2 | 0.5 | -4.2 | -2.6 | 0.6
CCCCOc1ccc(N(CC(=O)NC(C)(C)C)C(=O)CCC(=O)Nc2nccs2)cc1 | 20.5 | 6.7 | 18.1 | -8.6 | 1.4 | -5.7 | 1.8 | 3.9 | 0.7

7 entries out of the list, sorted by SMILES length, low to high.
SMILES | Mdm2 MdmX PPI | UPR XBP1 act | 697 NFkB inh | CCR6 antag | UPR CHOP act | Gli-Sufu antag | EBI2 antag | Jurkat NFkB inh | CXCR6 block
CCCC(=O)Nc1ccc2c(c1)Cc1ccccc1-2 | -115.9 | 6.0 | -97.3 | 1.6 | 7.4 | 5.3 | -2.0 | -97.1 | 0.5
Cc1ccc(C)c(SCC(=O)NC(=O)NCc2ccccc2)c1 | 12.0 | 0.0 | -7.6 | 4.5 | 2.0 | -0.8 | 19.3 | 0.4 | 0.4
O=C1N/C(=N\N=C\c2cccs2)SC1Cc1ccc(Cl)cc1 (stereo unspecified) | 30.6 | 2.3 | -0.7 | 0.8 | 1.1 | 0.6 | 4.9 | 2.5 | -2.0
COc1ccc(OC)c(CNC(=O)C2CCN(S(C)(=O)=O)CC2)c1 | -29.9 | -3.4 | 11.0 | -6.8 | 1.2 | 0.3 | 7.3 | 12.8 | -0.5
COc1cccc(CNC(=O)C2CCC(CNS(=O)(=O)c3cccc4cccnc34)CC2)c1 (stereo unspecified) | -0.9 | -0.9 | 3.4 | 16.0 | -0.9 | -3.2 | 3.5 | 2.0 | 4.3
Cc1ccc(S(=O)(=O)N(C)C)cc1NC(=O)c1cc(-c2ccco2)nc2ccccc12 | 45.7 | -3.4 | 21.3 | 13.0 | 2.4 | -0.5 | -29.7 | 10.7 | 11.6
CCOC(=O)N1CCN(S(=O)(=O)c2ccc(C(=O)N(CCCN(C)C)c3nc4ccc(CC)cc4s3)cc2)CC1 | 30.4 | -1.5 | -62.5 | 7.0 | -1.8 | 21.9 | -16.1 | -36.6 | 7.5

(continued)
SMILES | Mdm2 MdmX PPI | UPR XBP1 act | 697 NFkB inh | CCR6 antag | UPR CHOP act | Gli-Sufu antag | EBI2 antag | Jurkat NFkB inh | CXCR6 block
Cc1ccc(-c2nc3ccccc3[nH]2)cc1NC(=S)NC(=O)c1ccccc1Br | 41.3 | -2.2 | 8.1 | 11.6 | 1.6 | -18.3 | 15.7 | -1.4 | -1.8
Cn1c(N)c(C(C[N+](=O)[O-])c2ccccc2Cl)c(=O)n(C)c1=O (stereo unspecified) | 13.6 | -4.5 | 11.4 | 1.8 | 0.2 | 3.6 | -19.1 | 2.7 | 0.4
CCSc1nnc(NC(=O)C2C3CCC(C3)C2C(=O)O)s1 (stereo unspecified) | -15.6 | 0.2 | 0.6 | -2.3 | -1.7 | 3.3 | 1.8 | 7.1 | 9.5
N#Cc1cc(C#N)c(N2CCN(c3ccccn3)CC2)nc1N | -42.5 | 2.5 | -94.7 | 2.9 | 2.4 | -54.2 | 4.8 | -106.6 | 0.1
Cc1cccc(OCCn2c(-c3ccco3)nc3ccccc32)c1 | -13.1 | 2.1 | -51.1 | 21.0 | 2.3 | -11.0 | 16.8 | -21.2 | 8.0

Screens: PubChem, Sanford-Burnham Center for Chemical Genomics

Rows are unselected; any-hit rate near 5%.
